High-throughput results (PubChem BioAssay)
NR2E3 ag-1: activates human photoreceptor nuclear receptor NR2E3 | Q9Y5X4 | GST-NR2E3/biotin-RetCOR TR-FRET, 1536-well | inhibition of corepressor binding, % at 4.78 µM | actives 0.12% (n = 320,000) | AID 2300;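 active = percent inhibition above the cutoff of mean plus 3 SD of all tested compounds, set per screening campaign, cut at about 20% in these data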;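 note: 0% = DMSO wells and 100% = biotin wells as full block of FRET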
Target sequence (Q9Y5X4 whole entry, looked up): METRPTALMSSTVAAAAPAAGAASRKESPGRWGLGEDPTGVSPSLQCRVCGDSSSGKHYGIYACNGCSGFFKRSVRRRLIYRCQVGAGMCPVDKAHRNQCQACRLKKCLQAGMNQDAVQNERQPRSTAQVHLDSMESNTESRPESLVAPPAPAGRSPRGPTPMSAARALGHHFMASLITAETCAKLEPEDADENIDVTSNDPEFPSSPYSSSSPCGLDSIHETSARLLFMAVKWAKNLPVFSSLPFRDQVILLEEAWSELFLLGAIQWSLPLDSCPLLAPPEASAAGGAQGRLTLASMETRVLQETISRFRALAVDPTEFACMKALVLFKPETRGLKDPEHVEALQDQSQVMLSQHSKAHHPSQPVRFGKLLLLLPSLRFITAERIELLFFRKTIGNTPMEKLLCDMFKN
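Test system: GST-NR2E3 and biotin-RetCOR proteins | Quantity: 1.35 nM GST-tagged NR2E3 final | Medium: Tris pH 7.5 | Also added: 7 nM biotin-RetCOR | Dosing: Compound at 4.8 µM, single dose | Timing: 5 h at 4 °C | Detection: Time-resolved FRET | Read-out basis: Percent inhibition | Benchmarks: Biotin wells as high control, 0.6% DMSO wells as low control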
NR2E3 ag-2: agonists of human NR2E3 nuclear receptor | Q9Y5X4 | CHO-S Gal4-NCOR/VP16-NR2E3 two-hybrid, luciferase | inhibition of corepressor binding, % at 3.98 µM | actives 0.35% (n = 360,000) | AID 602229;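 active = inhibition above the mean of all tested compounds plus 3 SD, cut at about 70% in these data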;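 note: 0% = DMSO with NR2E3 transfected cells and 100% = cells lacking NR2E3 construct; higher means lower luciferase signal from less NR2E3 corepressor binding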
TRPM1 prom inh: inhibitors of MITF-driven TRPM1 promoter in melanoma cells; SK-MEL-5 TRPM1 promoter luciferase, 24 h; inhibition, % at 12.5 µM; actives 0.83% (n = 330,000); AID 488899;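 active = mean inhibition across replicates of 60% or more, whatever share of single replicates reaches that level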; note: values of inactives mirror those of a sister screen read the other way
TRAIL sens C8: sensitizes caspase-8 expressing cells to TRAIL. NB7+C8 cells + TRAIL, ATPlite viability luminescence. inhibition (viability loss, TRAIL sensitization), % at 10 µM. actives 1% (n = 360,000). AID 624354;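 active = compounds causing at least 50% loss of cell viability in the single-dose screen, relative to plate controls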
LMP1 NFkB inh: reduces LMP1-driven NF-kappaB luciferase signal. LMP1-induced NF-kappaB luciferase reporter cells, luminescence. inhibition, % at 12.5 µM. actives 0.69% (n = 350,000). AID 504558; in the data active = inhibition above about 41%;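 note: 0% = neutral control wells and 100% = reference inhibitor control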
Peg3 prom inh: reduces Peg3 promoter-driven luciferase expression in HeLa; HeLa PEG-Prom luciferase reporter, luminescence, overnight; inhibition, % at 20 µM; AID 588405; actives 1.7% (n = 360,000);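 active = inhibition of at least 50% at 20 µM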
CF NFkB inh: blocks PAF-induced NF-kB reporter in cystic fibrosis cells; KKLEB NF-kB-GFP reporter, GFP fluorescence overnight; inhibition, % at 5 µM; actives 0.86% (n = 360,000); AID 588850;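 active = at least 50% inhibition at 5 µM, scaled per plate between neutral and stimulator controls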;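 note: PAF is a Pseudomonas aeruginosa culture filtrate used as stimulus; plate controls were PAF-stimulated DMSO wells for no effect and unstimulated DMSO wells for full effect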
KKLEB cytotox: counter-screen for CF NF-kB inhibitors: cytotoxicity. KKLEB CF airway cells viability, ATPlite luminescence, overnight; stronger effect = lower value; cells stimulated with P. aeruginosa culture filtrate. activity change (cytotoxicity), % at 5 µM. actives 0.36% (n = 360,000);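 active = corrected activity change at or below -50% at 5 µM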
Shn3 3UTR inh: Schnurri-3 reporter inhibition in Clone20 osteoblasts | Clone20 osteoblast Shn3 3'UTR firefly luciferase, 24 h | inhibition, % at 12.5 µM | actives 0.52% (n = 360,000) | AID 588674;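 active = mean inhibition of at least 75% with every replicate also reaching 75%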;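 note: 0% = median of neutral control wells and 100% = pilot-screen positive control compound; some compounds past the cut are filed as inactive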
HIF-2a block: inhibitors of HIF-2a; 786-0 RCC cells HIF-2a reporter, luciferase luminescence, overnight; inhibition, % at 18.8 µM; actives 0.72% (n = 360,000); AID 624352;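 active = inhibition of the luminescence signal of 40% or more relative to plate controls, in a single-dose primary screen at 18.75 µM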
iPSC survival up: hiPSC single-cell survival enhancement | ATPlite luminescence; 100% = ROCK inhibitor wells, 0% = DMSO | survival enhancement, % at 20 µM | actives 0.044% (n = 360,000) | AID 602274; in the data active = survival enhancement above about 18%;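 note: cells exposed to compounds for 16 hours before the ATP read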
* marks the source's active call; other numbers are inactive results; . = no result given.

SMILES	NR2E3 ag-1	NR2E3 ag-2	TRPM1 prom inh	TRAIL sens C8	LMP1 NFkB inh	Peg3 prom inh	CF NFkB inh	KKLEB cytotox	Shn3 3UTR inh	HIF-2a block	iPSC survival up
COc1cc(CN2CCCC(CO)(Cc3ccccc3F)C2)ccc1O (configuration not stated)	-1	-11	19	2	5	9	-1	4	-16	20	0.0
COc1ccc(-c2[nH]nc3nc(N4CCN(C(=O)c5ccoc5)CC4)cc(C(F)(F)F)c23)cc1	.	-29	.	19	1	35	8	-12	49	5	0.0
COc1ccc(Cc2nnc(N=Nc3c(O)[nH]c4ccc(Br)cc34)[nH]c2=O)cc1	3	21	1	1	2	9	-31	7	8	-2	-0.3
COC(=O)C1CCN(C(=O)COC(=O)C2CCN(S(=O)(=O)c3ccc4c(c3)OCCO4)CC2)CC1	1	-15	7	-9	-6	7	-6	14	-14	18	0.1
Cc1nn(Cc2noc(C(=O)NCc3ccc(F)cc3)n2)c(C)c1Br	-2	9	8	-12	0	10	7	3	6	15	1.0
CC(NC(=O)C(=O)N/N=C\c1ccc([N+](=O)[O-])cc1)c1ccccc1 (configuration not stated)	2	-29	-2	-8	-38	13	12	-6	1	11	1.8
Clc1cccc(C2CCN(Cc3nc(CC4CC4)no3)C2)c1 (configuration not stated)	-1	-31	3	-8	4	-38	10	-4	-19	-50	-0.5
Cc1ccc(S(=O)(=O)/N=c2\sccn2C)cc1	1	5	9	-13	7	-14	3	7	6	6	0.0
Cn1nc(C(=O)NNC(=O)CCOc2ccc(C(C)(C)C)cc2)c2ccccc2c1=O	8	6	-3	23	2	13	-12	-45	13	-11	-0.4
O=C1c2ccccc2C(=O)c2cc(N3CCCCC3)ccc21	.	-41	44	86*	45*	13	-123	-63*	42	-10	-2.7
Cc1nn(-c2ccccc2)c2nc(-c3ccco3)cc(C(=O)O)c12	0	-46	-1	-3	2	10	-19	-2	1	14	8.0
CCCCNC(=O)c1ccc(NS(=O)(=O)c2ccccc2)cc1	0	-17	5	14	11	12	15	-11	-4	15	-2.3
CN(C)c1ccc(-c2nc3ccccc3n2C)cc1	1	-127	23	82*	50*	20	-12	-49	9	-55	-5.8
Cc1ccc(NC(=S)NNC(=O)C2CC2c2ccc(C)cc2)cc1 (configuration not stated)	-2	7	17	-3	-9	8	-6	-6	-4	7	-1.0
Cc1c(NC(=O)COC(=O)COc2ccc(Nc3ccccc3)cc2)c(=O)n(-c2ccccc2)n1C	-3	-24	-2	-1	2	1	13	3	-33	-2	0.7
COc1cc2c(cc1OC)CN(C(=S)Nc1ccc(OC(F)F)cc1)CC2	0	28	2	-2	2	6	19	-6	15	9	0.1
COc1ccc(N2CCN(C(=O)c3ccc(C)c(NC(=O)C4=C(C)OCCS4)c3)CC2)cc1	1	-5	1	9	1	11	5	6	14	18	-0.4
CCc1ccc(C(=O)N/N=C(\C)c2ccncc2)s1	-1	-38	-50	24	-27	-212	-44	18	-167	-183	-0.1
COc1ccccc1OCC(=O)Nc1cc(C)ccc1NC(=O)c1ccco1	-3	-28	4	12	7	1	12	14	11	10	0.1
CCc1cccc2c(C(=O)COC(=O)c3ccc(O)cc3)c[nH]c12	0	-67	-11	12	-23	-97	8	-9	-9	-109	1.0
COc1ccc(C(O)c2ncc(-c3cccc(OCc4ccccc4)c3)[nH]2)cc1F (configuration not stated)	.	-12	.	2	.	19	-8	-4	16	9	6.9
COC(=O)c1ccc(C(=O)NC2CCCc3c2cnn3-c2ccccc2F)nc1 (configuration not stated)	-2	-31	16	12	-12	7	18	-2	13	5	-0.3
CC(C)Oc1ccc(NC(=O)c2ccncc2)cc1	1	-3	-18	14	0	-36	1	-11	-4	-64	-1.4
Cc1ccc2nc(NC(=O)/C=C/c3ccc4c(c3)OCO4)sc2c1	4	11	2	5	8	-1	28	-45	4	-2	-2.2
Cc1c(Cl)cnc(NC(=O)COC(=O)CCS(=O)(=O)c2ccccc2)c1Cl	3	-15	-2	4	-4	-11	-5	0	-29	6	2.2

The last three records of the part above lead into the next:
SMILES	NR2E3 ag-1	NR2E3 ag-2	TRPM1 prom inh	TRAIL sens C8	LMP1 NFkB inh	Peg3 prom inh	CF NFkB inh	KKLEB cytotox	Shn3 3UTR inh	HIF-2a block	iPSC survival up
CC(C)Oc1ccc(NC(=O)c2ccncc2)cc1	1	-3	-18	14	0	-36	1	-11	-4	-64	-1.4
Cc1ccc2nc(NC(=O)/C=C/c3ccc4c(c3)OCO4)sc2c1	4	11	2	5	8	-1	28	-45	4	-2	-2.2
Cc1c(Cl)cnc(NC(=O)COC(=O)CCS(=O)(=O)c2ccccc2)c1Cl	3	-15	-2	4	-4	-11	-5	0	-29	6	2.2
CCCc1c(C(=O)N/N=C(\CC)c2ccccc2)nnn1-c1nonc1N	.	-15	.	-17	-1	-6	-24	4	4	2	-1.4
COc1ccccc1CCNC(=O)C1CCN(C(=O)/C=C/c2ccccc2)CC1	-2	-23	-12	-2	-8	-47	-10	-3	-22	-6	-0.4
C/C(=N\NC(=O)CCc1ccc(S(=O)(=O)N2CCOCC2)cc1)c1ccc(OC(F)F)cc1	-2	1	-9	-9	-5	15	6	5	-41	7	0.0
COCOCCn1cc(CN2CCS(=O)(=O)N(Cc3ccc(-c4ccc(OC)nc4)cc3)C(C(C)C)C2=O)nn1 (configuration not stated)	.	-46	.	-11	3	-15	-18	23	24	-20	-0.7
COc1ccccc1NC(=O)Cn1c2ccc(F)cc2c2nc3n(c(=O)c21)CCS3	-2	0	4	-9	-1	10	11	-7	-6	15	-0.5
COc1ccc(NC(=O)Nc2cccc(OC)c2)cc1	2	-73	-96	17	-9	-186	-3	7	-60	-255	2.6
COCCN(C(=S)Nc1cc(C)ccc1C)C(C)c1cccnc1 (configuration not stated)	-3	-18	-8	-15	3	19	7	-1	-15	24	0.5
O=C(c1ccc(OC2CCN(CCO)CC2)cc1)N1CCCC1	1	0	0	-4	2	0	5	-6	-24	3	-0.4
O=C(c1cccs1)N1CCOCC1	1	-4	12	15	-8	10	5	-4	6	1	6.4
CCOC(=O)Cn1nc(-c2ccccc2)nc1-c1ccccc1	4	-9	-3	3	-17	-42	11	-3	-36	-70	1.9
Cc1ccsc1C(=O)N(CC(C)C)c1c(N)n(Cc2ccccc2)c(=O)[nH]c1=O	2	3	-7	-2	0	4	-13	-2	-2	13	-0.3
COc1ccc(S(=O)(=O)NNC(=O)Nc2ccc(C)cc2C)c(OC)c1	5	-10	-5	8	-1	-3	11	1	-32	15	-0.2
Cc1ccc(S(=O)(=O)NN2CCCCCC2)cc1	.	-15	.	-16	-6	1	-6	-4	9	3	-3.1
Cc1noc(C)c1C(=O)Nc1sc2c(c1C(N)=O)CCCCC2	-1	-23	-15	-2	2	-28	-16	4	6	-13	-2.6
CCOc1ccc(CNC(=O)Cn2nc(C)c3c(C)n(-c4ccc(C)cc4)nc3c2=O)cc1	-2	-6	14	6	2	0	-21	-7	22	3	-0.6
O=C(NCc1ccccn1)Nc1ccc(F)cc1	0	-22	-17	-7	-14	-31	3	-3	-8	-76	-0.5
COc1ccc(S(=O)(=O)NCC(=O)NCc2cc(=O)n(C)c(=O)n2C)cc1C	3	-1	-3	4	-2	8	-7	14	-47	14	-0.3
Oc1ccccc1Oc1c(F)c(F)nc(N2CCCC2)c1F	-3	-3	5	-4	-1	1	-7	16	7	19	1.8
Cc1ccc2nc(Cl)c(/C=N/Nc3nc(C)cc(C)n3)c(=O)n2c1	-3	-9	6	0	-2	3	-22	1	13	-2	-2.8
Cc1ccc(CN(CCO)CCO)cc1	-1	-6	10	-2	4	0	4	0	2	20	0.1
CCc1n[nH]c(=S)n1/N=C/c1c(O)ccc2ccccc12	3	-3	14	4	-1	48	23	-4	11	13	0.2
Cc1cccc(N2CCN(C3=NC(=O)C(=C4CCCCC4)S3)CC2)c1	-1	-16	-4	-2	-10	-27	-10	5	-4	-84	-3.0
Cc1cc(=O)oc2cc(OCC(=O)NCCN3CCOCC3)c(Cl)cc12	-1	-36	1	1	-1	-1	-8	2	4	0	-0.4
CCOc1ccc(S(=O)(=O)Nc2nc3ccccc3nc2Nc2ccc(N3CCOCC3)cc2)cc1	0	-15	-28	11	-2	-28	-8	8	8	-74	1.1
CC(C)NC(=O)CSc1nc(N)c(NC(=O)c2ccco2)c(=O)[nH]1	-1	-11	4	5	10	20	-6	-17	-1	8	0.4
The results go on:
SMILES	NR2E3 ag-1	NR2E3 ag-2	TRPM1 prom inh	TRAIL sens C8	LMP1 NFkB inh	Peg3 prom inh	CF NFkB inh	KKLEB cytotox	Shn3 3UTR inh	HIF-2a block	iPSC survival up
COc1cc(/C=N/Nc2snc(SC)c2C#N)cc(OC)c1OC	0	-23	5	38	-13	-1	5	-12	13	-48	-0.3
CCCCCn1c(SCC(=O)OCC)nc2cc(C(=O)NCc3ccco3)ccc2c1=O	-2	-7	2	-3	-1	19	2	-9	8	2	5.5
Fc1ccc(CNC(=S)NC2CCCC2)cc1	-2	6	-16	-6	12	8	-3	1	12	-4	0.8
Nc1cc(C(=O)OCC(=O)Nc2cccc(S(=O)(=O)N3CCOCC3)c2)ccc1Cl	.	-10	1	10	-14	5	12	-11	12	21	-3.2
CCOc1ccc(S(=O)(=O)N(CC(=O)Nc2cccnc2)c2ccc(F)cc2)cc1	5	-21	6	-5	4	20	-3	9	9	19	-0.3
O=C(COc1ccc2ccccc2c1)Nc1ccc(Cc2ccncc2)cc1	-1	0	21	2	9	18	5	2	24	1	-0.6
CCN(CC)CCNC(=S)Nc1ccc(Cl)cc1	-2	-18	13	-8	-12	2	14	-2	9	9	-1.1
Cc1cc(C)cc(NC(=O)C(OC(=O)Cn2cnc3c2c(=O)n(C)c(=O)n3C)c2ccccc2)c1 (configuration not stated)	-9	-20	-21	6	-6	-55	-7	-4	12	-32	0.2
Cc1sc2ncnc(SCC(=O)NCC(C)C)c2c1C	7	9	-9	16	-1	1	-9	5	-1	7	-1.0
COC(=O)c1ccc(NC(=O)COC(=O)CSc2nc(C)cc(C)n2)cc1	2	-16	2	7	-10	-8	-8	3	5	-4	-0.2
CCOc1cccc2cc(C(=O)NCCC3=CCCCC3)c(=O)oc12	1	-21	-64	-2	0	-53	-4	2	-36	-38	-0.2
COc1ccc(C2NC(=O)c3ccccc3N2)c(OC)c1OC (configuration not stated)	.	-10	.	11	3	10	-12	7	8	-4	-1.0
CC1=NNC(=O)C(CC(=O)Nc2ccc(Cl)c(Cl)c2)C1 (configuration not stated)	-2	-22	-5	1	-5	-18	6	-6	20	7	-0.3
O=C(Nc1ccc(N2CCOCC2)cc1)c1ccncc1	1	-30	-9	0	3	-36	6	-5	-16	-65	-0.2
CCOC(=O)CC(C)(C)/C(C)=N/Nc1ccc([N+](=O)[O-])cc1[N+](=O)[O-]	-1	14	19	-11	11	26	17	-9	26	29	3.0

Not all compounds are listed, so the mix of outcomes need not match the whole.
